Source: PubChem
Tau fibril ThT = qHTS for Inhibitors of Tau Fibril Formation, Thioflavin T Binding. Microtubule-associated protein tau (Homo sapiens), P10636. recombinant tau K18 P301L, heparin-induced fibrillization, ThT fluorescence. Potency, µM (highest dose often 57.4 µM), inactives show top-dose activity, negative = inhibition, most hits filed as inhibitors. actives 2.1% (n = 270,000); also: nearly all actives have a fitted effect of over 55% in size
Target sequence (P10636 561-689 P618L limits assumed): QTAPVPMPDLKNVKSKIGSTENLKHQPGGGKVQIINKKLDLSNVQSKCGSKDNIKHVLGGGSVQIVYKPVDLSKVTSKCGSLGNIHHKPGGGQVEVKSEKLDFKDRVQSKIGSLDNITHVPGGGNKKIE
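In this qHTS, human K18 P301L tau is incubated with compound and heparin for 6 hr at 37 C, and Thioflavin T fluorescence then reports fibril load.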
L3MBTL1 block = qHTS Assay for the Inhibitors of L3MBTL1. AlphaScreen L3MBTL1–H3K9me1 peptide binding. AID 485360, 2010. Lethal(3)malignant brain tumor-like protein 1 (Homo sapiens), Q9Y468. actives 0.66% (n = 230,000). Potency, µM (highest dose often 57.1 µM), without a hit: at the top dose activity, negative = inhibition, hits mostly inhibitors; also: nearly all actives have a fitted effect of over 60% in size
Target sequence (Q9Y468 whole entry, looked up): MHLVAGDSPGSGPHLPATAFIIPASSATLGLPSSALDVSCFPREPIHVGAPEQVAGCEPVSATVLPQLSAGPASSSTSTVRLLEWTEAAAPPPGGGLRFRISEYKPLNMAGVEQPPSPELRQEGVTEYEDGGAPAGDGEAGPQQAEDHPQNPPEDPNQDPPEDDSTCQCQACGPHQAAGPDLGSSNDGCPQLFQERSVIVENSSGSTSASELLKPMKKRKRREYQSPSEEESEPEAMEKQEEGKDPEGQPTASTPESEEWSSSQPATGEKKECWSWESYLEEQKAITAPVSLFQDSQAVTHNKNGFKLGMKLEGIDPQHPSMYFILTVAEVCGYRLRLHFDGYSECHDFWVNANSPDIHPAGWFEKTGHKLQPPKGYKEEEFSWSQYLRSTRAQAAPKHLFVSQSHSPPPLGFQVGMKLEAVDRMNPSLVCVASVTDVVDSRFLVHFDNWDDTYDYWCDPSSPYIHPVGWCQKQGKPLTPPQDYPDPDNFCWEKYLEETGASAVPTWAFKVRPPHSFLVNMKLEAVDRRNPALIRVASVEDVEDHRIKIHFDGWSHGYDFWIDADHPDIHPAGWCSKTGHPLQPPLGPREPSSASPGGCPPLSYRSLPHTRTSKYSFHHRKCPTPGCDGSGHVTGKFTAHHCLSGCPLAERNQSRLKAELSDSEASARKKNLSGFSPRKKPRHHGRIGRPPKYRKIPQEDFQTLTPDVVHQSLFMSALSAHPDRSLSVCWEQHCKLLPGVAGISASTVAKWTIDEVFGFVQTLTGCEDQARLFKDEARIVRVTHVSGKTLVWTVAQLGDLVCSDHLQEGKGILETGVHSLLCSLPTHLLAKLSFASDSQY
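Displacement of a biotinylated histone H3(1-15) peptide monomethylated at Lys9 (75 nM) from L3MBTL1 (50 nM) was measured by AlphaScreen after a 30 min room-temperature compound incubation; cefsulodin titration served as intraplate control.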
TRb SRC2 PPI = qHTS for Inhibitors of the Interaction of Thyroid Hormone Receptor and Steroid Receptor Coregulator 2; Potency, µM (titrated, usually from 106 µM), without a hit: at the top dose activity change, negative = inhibition, usual class: inhibitors; Thyroid hormone receptor beta (Homo sapiens), P10828; TRbeta-SRC2 peptide binding, fluorescence polarization; receptor liganded with 1 µM T3; actives 0.065% (n = 280,000);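 also: plate controls were bound peptide for no effect and peptide without receptor for full effect; nearly all actives have a fitted effect of over 50% in size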
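TRb LBD 0.6 uM + Texas Red SRC2 peptide 20 nM, 1 uM T3, Tris buffer w/ 5% DMSO; compound pinned, 5 h RT; FP read ex 555/em 632; normalized to unbound and bound controls.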
Tau fibril FP = qHTS for Inhibitors of Tau Fibril Formation, Fluorescence Polarization | K18 P301L tau heparin fibrillization, Alexa594 FP, 6 h | Potency, µM (titrated, usually from 57.7 µM), without a hit: top-dose activity, negative = inhibition, actives largely listed as inhibitors | actives 0.39% (n = 280,000) | Microtubule-associated protein tau (Homo sapiens), P10636 | AID 1468, 2008; also: nearly all actives have a fitted effect of over 55% in size
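Recombinant K18 P301L […], labeled with Alexa 594 at 0.24 uM over 15 uM unlabeled; heparin inducer 20 uM final; 37 C, 6 hr; FP endpoint.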
ALDH1A1 inh = qHTS Assay for Inhibitors of Aldehyde Dehydrogenase 1 (ALDH1A1); Aldehyde dehydrogenase 1A1 (Homo sapiens), P00352; AID 1030, 2008; actives 7.3% (n = 220,000); Purified ALDH1A1, NADH fluorescence, propionaldehyde substrate; Potency, µM (titrated, usually from 75.3 µM), for the others: at the top dose activity, negative = inhibition, most hits filed as inhibitors; active = well fitted inhibition curve with a large enough effect, not every such curve was filed as active; inconclusive = small, poorly fitted or top-dose-only effect, or another doubt; inactive = no such curve, though single readings can be large or run the other way;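 also: plate controls were no enzyme wells and a reference inhibitor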
Tau fluor cs = Counterscreen qHTS for Inhibitors of Tau Fibril Formation, Fluorescence Polarization; tau K18 P301L Alexa594 fluorescence, heparin fibrillization; Potency, µM (titrated, usually from 57.7 µM), for inactives: at the top dose activity change, negative = decrease; actives 0.93% (n = 280,000); also: nearly all actives have a fitted effect of over 55% in size
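Human tau K18 P301L (15 uM unlabeled, 0.24 uM Alexa 594-labeled) in 100 mM sodium acetate pH 7 with 20 uM heparin, 6 hr at 37 C. ThT 30 uM added, 1 hr ambient; Alexa 594 FP and total fluorescence read at 555/632 nm.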
TR SRC2 fluor cs = Total Fluorescence Counterscreen for Inhibitors of the Interaction of Thyroid Hormone Receptor and Steroid Receptor Coregulator 2; TRb/SRC2 Texas Red total fluorescence interference; Potency, µM (titrated, usually from 106 µM), without a hit: top-dose fluorescence change, negative = quenching; actives 0.29% (n = 280,000); AID 1479, 2009; active = well fitted curve in either direction with a large enough effect; inconclusive = small, poorly fitted or top-dose-only effect
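Human TRb ligand-binding domain at 0.6 uM with 20 nM Texas Red SRC2 peptide in Tris buffer containing 1 uM T3 and 5% DMSO, incubated with compound 5 h at ambient temperature. Total fluorescence (555/632 nm) calculated as parallel + 2 × perpendicular.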
GLA spleen mod = qHTS Assay for Inhibitors and Activators of Human alpha-Galactosidase From Spleen Homogenate. Alpha-galactosidase A (Homo sapiens), P06280. human spleen homogenate, 4MU-alpha-Gal fluorescence, 40 min. Potency, µM (titrated, usually from 80 µM), for inactives: at the top dose activity change, negative = inhibition, most hits filed as inhibitors. actives 0.008% (n = 240,000). AID 2107, 2009;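 also: 0% = enzyme with vehicle and -100% = no enzyme basal signal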
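Inhibition or activation of alpha-galactosidase in human spleen homogenate is scored by 4-MU fluorescence after 40 min at 37C, pH 5.0, with 1 mM substrate. AC50s come from concentration-response fitted to the Hill equation.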
Starred values were filed as active, the others as inactive; ? = inconclusive; / = not tested or not shown; & = joins results of further samples; [ ] = dose if it differs, or a comment. Unless noted, calls follow the shape of the dose curve; as a rule, active = well fitted curve in the direction sought with a large enough effect; inconclusive = small, poorly fitted or top-dose-only effect, or another doubt; inactive = no such curve, though single readings can be large; an effect the other way counts as inactive or inconclusive. Unless noted, % is scaled to controls: 0 for no effect and ±100 for the full control effect; potency is read from the fitted curve at half-maximal effect.

#	compound	Tau fibril ThT	L3MBTL1 block	TRb SRC2 PPI	Tau fibril FP	ALDH1A1 inh	Tau fluor cs	TR SRC2 fluor cs	GLA spleen mod
1	O=C(Nc1ccc(Oc2ncccn2)cc1)c1ccco1	-11.3%	4.2%	5.2%	3.3%	-6.2%	-5.1%	1.1%	-4.1%
2	COC(=O)C(Cc1c[nH]c2ccccc12)N1CCS(=O)(=O)CC1 (centres undefined)	13.5%	-3.5%	-8.2%	-3.6%	11.2%	13.2%	-4.9%	3.9%
3	Cc1cc(-c2ccc(C)c(S(=O)(=O)NCc3cccs3)c2)on1	6.4%	/	0.0%	-4.9%	/	-14.5%	-3.0%	/
4	COc1ccc(NC(=O)CCl)cn1	/	/	-1.4%	?	/	-21.9%	2.1%	2.7%
5	O=C(N/N=C/c1ccc2c(c1)OCO2)c1cc(-c2ccccc2Cl)nc2ccccc12	0.9%	-16.3%	1.0%	-9.1%	?	-13.1%	-0.1%	1.7%
6	C/C(=N\NC(=O)C1COc2ccccc2O1)c1cc2ccccc2o1 (centres undefined)	?	-0.1%	-0.5%	8.0%	-8.7%	-7.9%	-1.8%	-2.6%
7	COc1ccc(C(C(=O)NC2CCCC2)N(Cc2ccc(C)cc2)C(=O)c2ccn[nH]2)cc1OC (centres undefined)	-3.1%	0.6%	-14.6%	-11.3%	0.8%	-5.4%	0.5%	10.2%
8	COc1ccc2c(CNCc3cccs3)c(C(=O)O)n(Cc3ccc(C)cc3)c2c1	-10.6%	/	11.4%	3.8%	/	-11.2%	-1.5%	/
9	CC(=O)c1cccc(N(C(=O)CNC(=O)c2ccco2)C(C(=O)NCc2ccco2)c2ccccc2)c1 (centres undefined)	-6.6%	-3.6%	5.8%	6.3%	7.3%	-9.3%	-2.1%	4.8%
10	C=CCN1C(=O)/C(=C/c2ccc(O)cc2)S/C1=N/c1nccs1	?	-1.2%	-2.9%[53 µM]	?	3.16µM*	3.55µM*[quencher]	-1.2%[53 µM]	-0.8%
11	CCN1CCCC1CN(Cc1cc2ccc(C)cc2[nH]c1=O)C(=S)Nc1cccc(OC)c1 (centres undefined)	-0.5%	-0.6%	2.1%	9.4%	-14.9%	-10.8%	4.2%	1.2%
12	CCCc1cc(OC)c2c(c1)OCO2	3.9%	/	-5.4%	-7.1%	?	-9.8%	-1.2%	7.9%
13	O=C(COC(=O)c1ccccc1Nc1ccccc1)NCc1ccco1	-11.6%	/	-7.7%	-8.2%	?	-21.1%	-1.2%	9.3%
14	COc1ccc2cc(S(=O)(=O)c3ccccc3)c(=O)oc2c1	/	/	1.0%	-5.3%	/	-9.2%	-1.6%	?
15	CSc1ccc(NC(=O)Nc2ccccc2C(N)=O)cc1	?	-3.4%	2.2%	8.5%	7.7%	?	-0.6%	-5.0%
16	CO[C@H]1C=CO[C@]2(C)Oc3c(C)c(O)c4c(O)c(c5c(c4c3C2=O)NC2(CCN(CC(C)C)CC2)N=5)=NC(=O)C(C)=CC=C[C@@H](C)[C@@H](O)[C@@H](C)[C@@H](O)[C@@H](C)[C@@H](OC(C)=O)[C@@H]1C	/	/	-5.9%[53 µM]	/	7.9%[20.9 µM]	/	-6.3%[53 µM]	4.0%[29.1 µM]
17	O=C(Cc1ccc(F)cc1)NC1CCSC1=O (centres undefined)	-3.8%	-2.1%	2.6%	-3.0%[2.34 µM]	10.7%	-4.9%	-2.5%	14.2%
18	COc1ccc(C/C(N)=N/OC(=O)c2ccco2)cc1OC	-3.7%	-0.7%	-0.1%	-3.2%	5.7%	3.2%	1.6%	8.2%
19	CC(=O)c1sc(NC(=O)c2ccccc2F)nc1-c1ccccc1	-9.5%	16.1%	1.5%	-7.5%	?	-20.5%	-1.7%	-3.9%
20	COc1cccc(-c2nc(CS(=O)(=O)CC(=O)NCCC(C)C)c(C)o2)c1	-7.0%	37.7%[activator]	-5.2%	3.8%	3.2%	-6.5%	-4.0%	-12.5%
21	CCCN(CCC)CCCNC(=O)c1cn(CC)c2ccc(S(=O)(=O)N3CCc4ccccc4C3)cc2c1=O	-5.4%&-7.4%	/	1.0%&0.9%	?	1.6%	-14.2%&-16.0%	1.3%&-1.8%	4.5%
22	COc1ccc(CNC(=O)c2ccc(N3CCCC3)c(NC(=O)NCc3ccc(F)cc3)c2)cc1	-17.1%	/	-5.2%	6.8%	/	-28.4%	0.3%	/
23	O=C(Nc1ccc2c(c1)OCCO2)C1CCN(S(=O)(=O)c2ccc3c(c2)OCCO3)CC1	-10.6%	/	-4.1%	-6.6%	?	-0.9%	-0.7%	-9.7%
24	COc1ccc(-c2cc3c(=O)n(CC(=O)Nc4ccccc4C(F)(F)F)ccn3n2)cc1OC	?	/	-9.5%	?	/	-15.7%	0.2%	/
25	CCc1cccc(C)c1NC(=S)N1CCCC1C(=O)O (centres undefined)	-1.5%	8.8%	-1.6%	-10.2%	12.9%	-0.7%	3.5%	-19.0%
26	COc1ccccc1NC(=O)C1=C(C)Nc2nc(SC)nn2C1c1ccccc1Cl (centres undefined)	?	/	-1.1%	-9.4%	/	-27.2%	1.7%	/
27	CCN1CCN(C(=O)c2cc(S(=O)(=O)Nc3ccc(S(C)(=O)=O)cc3)ccc2Cl)CC1	1.7%	4.9%	-1.9%	-8.0%	?	-1.2%	1.4%	-6.7%
28	COc1ccc(-c2nc3c4ccccc4n(CC(=O)N4CCN(c5ccc(F)cc5)CC4)c(=O)n3n2)cc1	-4.6%	/	-13.1%	-2.2%	/	3.9%	1.0%	/
29	CCc1ccc2[nH]c(=O)c(CN(CC3CCCO3)C(=S)NCc3ccco3)cc2c1 (centres undefined)	/	/	-4.8%	?	/	-19.6%	-0.4%	-7.3%
30	CCNC(=S)N/N=C/c1ccccc1[N+](=O)[O-]	3.9%	-2.6%	-0.4%	4.8%	3.0%	0.3%	-2.0%	0.2%
31	N#Cc1c(NCCN)nc(-c2ccco2)c2c1CCCC2	-14.0%	/	-1.3%	-4.7%	?	-7.2%	-4.3%	23.4%
32	CC(C)CCN1CCN(C2CCN(c3ccc4c(c3)OCO4)CC2)CC1CCO (centres undefined)	-8.7%	-9.0%	-3.1%	-3.7%	1.0%	-4.7%	-0.9%	-5.3%
33	O=C(O)c1ccn(Cn2cnc3ccccc32)n1	-10.2%	6.0%	3.5%	-1.3%	-6.6%	-4.6%	-2.2%	-0.7%
34	CC(=O)CSc1ncnc2sc3c(c12)CCC(C)C3 (centres undefined)	-15.2%	9.8%	-1.1%	-5.9%	?	-1.8%	-1.3%	2.3%
35	O=c1cc(CSc2ccc(Cl)cc2)nc(N2CCOCC2)[nH]1	-5.6%	/	-6.6%	-1.4%	6.6%	-3.7%	-3.2%	-5.7%
36	Cc1[nH]nc2c1C(c1cccc(OC(=O)N3CCOCC3)c1)C(C#N)=C(N)O2 (centres undefined)	-3.3%	-0.2%	1.6%	-6.4%	-5.9%	-11.9%	0.8%	3.2%
37	O=C(NCc1cccs1)c1cc(-c2ccccc2)on1	0.7%	/	-14.5%	1.1%	9.8%	3.8%	-2.1%	-2.7%
38	C[C@H](c1ccccc1)N1C(=O)[C@H]2[C@@H]3[C@H](O)[C@H](O)CC(=O)[C@H]3CC[C@H]2C1=O	-7.1%[11.5 µM]	/	-0.4%[11.2 µM]	-1.0%[11.6 µM]	9.4%[13.5 µM]	-9.7%[11.6 µM]	-3.5%[11.2 µM]	3.7%[17.5 µM]
39	O=C(O)c1ccc(S(=O)(=O)NC2CC2)cc1	/	/	8.1%	6.2%	/	14.6%	-2.0%	-4.1%
40	COc1ccc(-c2coc3cc(O)ccc3c2=O)c(OC)c1O	-9.7%	/	2.0%	1.7%	?	-9.0%	-3.7%	3.3%

Given with one line to a screen: part of the list above
38. C[C@H](c1ccccc1)N1C(=O)[C@H]2[C@@H]3[C@H](O)[C@H](O)CC(=O)[C@H]3CC[C@H]2C1=O
39. O=C(O)c1ccc(S(=O)(=O)NC2CC2)cc1
40. COc1ccc(-c2coc3cc(O)ccc3c2=O)c(OC)c1O
entry no. | 38 | 39 | 40
Tau fibril ThT | -7.1%[11.5 µM] | / | -9.7%
L3MBTL1 block | / | / | /
TRb SRC2 PPI | -0.4%[11.2 µM] | 8.1% | 2.0%
Tau fibril FP | -1.0%[11.6 µM] | 6.2% | 1.7%
ALDH1A1 inh | 9.4%[13.5 µM] | / | ?
Tau fluor cs | -9.7%[11.6 µM] | 14.6% | -9.0%
TR SRC2 fluor cs | -3.5%[11.2 µM] | -2.0% | -3.7%
GLA spleen mod | 3.7%[17.5 µM] | -4.1% | 3.3%

Later entries:
#	compound	Tau fibril ThT	L3MBTL1 block	TRb SRC2 PPI	Tau fibril FP	ALDH1A1 inh	Tau fluor cs	TR SRC2 fluor cs	GLA spleen mod
41	COc1cc(O)c(/C=N/NC(=O)c2ccncc2)c(OC)c1[N+](=O)[O-]	?	/	6.9%	13.0%	3.6%	-6.7%	-0.5%	6.1%
42	O=c1cc(CSc2n[nH]c(-c3ccncc3)n2)nc2sccn12	2.4%	?	-8.6%	6.0%	4.9%	-6.8%	-2.0%	5.2%
43	Cc1cccc(N2CCN(C(=O)CCSCc3ccccc3F)CC2)c1C	?	/	3.0%	-0.6%	/	-13.6%	-1.0%	/
44	CC1(C)c2ccccc2N2CCC(=O)NC21/C=C/c1ccco1 (centres undefined)	?	-1.3%	?	-3.6%	1.4%	-10.7%	44.7µM*[fluorescent]	10.9%
